AP complement: alternative pathway complement inhibition, orthogonal assay | hit rate 0.08% among 62,000 | Human serum alternative complement pathway, LPS-coated ELISA, C3 deposition; tested in compound mixtures | AID 1235 | inhibition, % at 5 µM;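 active means inhibition above 30% in each of the two pooled mixtures holding the compound, so the lower value exceeds 30%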;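 further: 0% = serum in Mg-EGTA without compound and 100% = EDTA serum blank; some compounds past the cut are filed as inactive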
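Test system: human serum alternative complement pathway, C3 deposition on LPS-coated wells; also added: Plate-bound LPS; doses: 5 µM per compound in ten-compound mixtures; schedule: 1 h at 37 °C; detection: Anti-C3 ELISA, OD 450 nm; evaluation: percent inhibition of C3 deposition onto LPS; repeats: two pool placements per compound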
CatB inh: inhibitors of human cathepsin B; hit rate 0.1% among 63,000; P07858; AID 453; inhibition, %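 (tested at 10 µM)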; purified cathepsin B, fluorogenic substrate, fluorescence; in the data active means inhibition above about 21%;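 further: 0% = enzyme with no compound and 100% = no enzyme blank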
CatL inh: blocks human cathepsin L protease activity; P07711; purified cathepsin L, fluorogenic substrate, fluorescence; inhibition, %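 (tested at 10 µM)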; hit rate 0.17% among 58,000; AID 460; in the data active means inhibition above about 45%;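 further: 0% = enzyme with no compound and 100% = no enzyme blank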
CatS inh: blocks human cathepsin S protease activity; hit rate 0.06% among 62,000; AID 501; recombinant cathepsin S, AMC dipeptide fluorescence, pooled mixtures; inhibition, %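 (tested at 5 µM per compound within 10-compound mixtures)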; in the data active means inhibition above about 32%, passing the limit was not always enough;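 further: 0% = enzyme without compound and 100% = blank without enzyme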
CatB mixtures: human cathepsin B inhibition by mixtures; Purified cathepsin B, AMC dipeptide fluorescence, compound mixtures; inhibition, %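 (ten-compound pools at 5 µM per compound and 50 µM total)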; hit rate 0.06% among 62,000; AID 488; in the data active means inhibition above about 22%, passing the limit was not always enough;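 further: 0% = enzyme without compound and 100% = no enzyme blank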
Cathepsin G inh: cathepsin G (human) inhibition; inhibition, % at 5 µM (by protocol); purified enzyme, AMC-tetrapeptide fluorescence, pooled mixtures; P08311; hit rate 0.2% among 62,000; AID 581;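 active means inhibition above 20% in each of the two mixture wells holding the compound; inactive means inhibition of 20% or less in either well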;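 further: 0% = enzyme control without mixture and 100% = blank lacking enzyme; strong numbers were not always called active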
Target sequence (P08311 21-244 limits assumed): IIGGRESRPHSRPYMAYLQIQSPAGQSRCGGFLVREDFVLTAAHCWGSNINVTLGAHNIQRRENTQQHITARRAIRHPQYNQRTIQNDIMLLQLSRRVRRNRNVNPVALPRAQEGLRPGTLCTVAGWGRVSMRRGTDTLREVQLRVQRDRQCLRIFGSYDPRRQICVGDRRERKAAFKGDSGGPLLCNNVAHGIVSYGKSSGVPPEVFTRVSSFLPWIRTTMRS
Ec RNAP inh: inhibitors of Escherichia coli RNA polymerase. hit rate 0.2% among 62,000. E. coli RNA polymerase, fluorescence transcription assay. AID 559. P0A8V2. inhibition, %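 (tested at 10 µM)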; in the data active means inhibition above about 20%;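 further: 0% = enzyme without compound and 100% = no enzyme blank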
C1s block: blocks human complement C1s protease activity; P09871; purified C1s, fluorogenic AMC substrate, pooled mixtures; mean inhibition % of two 10-compound mixtures (stronger effect = higher value), % at 5 µM (by protocol); hit rate 0.16% among 62,000;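 active means inhibition above 20% in each of the two 10-compound mixture wells holding the compound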;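 further: 0% = enzyme wells lacking compound mixture and 100% = no-enzyme blank wells; some compounds called inactive have numbers as strong as hits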
Target sequence (P09871 16-437 limits assumed): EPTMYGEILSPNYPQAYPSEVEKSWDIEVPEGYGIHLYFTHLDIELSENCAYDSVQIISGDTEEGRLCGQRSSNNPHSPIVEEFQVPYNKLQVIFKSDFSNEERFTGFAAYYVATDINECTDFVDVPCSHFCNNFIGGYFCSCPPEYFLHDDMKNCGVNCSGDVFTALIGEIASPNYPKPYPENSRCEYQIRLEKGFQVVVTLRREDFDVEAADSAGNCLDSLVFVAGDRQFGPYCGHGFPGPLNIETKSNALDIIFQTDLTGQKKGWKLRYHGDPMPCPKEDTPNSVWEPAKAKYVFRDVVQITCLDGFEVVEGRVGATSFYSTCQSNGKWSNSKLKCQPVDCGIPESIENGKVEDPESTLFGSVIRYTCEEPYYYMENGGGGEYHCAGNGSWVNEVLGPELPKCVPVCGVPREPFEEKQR
Target sequence (P09871 438-688 limits assumed): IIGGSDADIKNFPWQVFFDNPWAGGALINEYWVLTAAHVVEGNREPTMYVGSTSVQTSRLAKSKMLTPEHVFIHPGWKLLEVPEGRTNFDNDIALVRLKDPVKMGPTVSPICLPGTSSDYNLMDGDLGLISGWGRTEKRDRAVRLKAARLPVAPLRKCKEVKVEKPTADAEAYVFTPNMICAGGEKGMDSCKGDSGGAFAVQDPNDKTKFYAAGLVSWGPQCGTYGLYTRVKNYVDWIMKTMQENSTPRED
FXIa inh mix: blocks human factor XIa in pooled compound mixtures. hit rate 0.19% among 62,000. P03951. purified FXIa, fluorogenic substrate. AID 680. inhibition, % at 5 µM; in the data active means inhibition above about 20%, passing the limit was not always enough;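 further: each value is inhibition by a whole ten-compound pool holding the compound; 0% = enzyme with no mixture and 100% = wells lacking enzyme; strong numbers were not always called active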
The depositor's hits bear a star; / = not tested or not shown. Only part of the results is shown; count on the stated rates, not on these rows.

#	SMILES	AP complement	CatB inh	CatL inh	CatS inh	CatB mixtures
1	CCOC(=O)c1c(C)n(C)c2ccc(OC)c(NC(=O)CN3CCN(C(=O)c4ccco4)CC3)c12	18	2	5	-7	1
2	CC(NC(=O)CN1CCN(Cc2ccc(Cl)cc2)C1=O)c1ccc2c(c1)OCCO2 (centres undefined)	12	0	-3	55	3
3	CCC(C)C(NC(=O)OC(C)(C)C)C(=O)NC(CC(C)C)C(N)=O (centres undefined)	-8	6	11	16	3
4	CCOC(=O)N1CCC(NC(=O)c2cc(-c3ccc(F)cc3)[nH]c2C)CC1	-5	0	-1	-3	-1
5	COc1ccc2c(=O)c3c(=O)n(Cc4ccco4)c(-c4ccc(C)cc4)nc3oc2c1	19	1	-1	-4	2
6	Cc1sc2nc(SCC(=O)NCc3cccs3)[nH]c(=O)c2c1C	3	5	10	20	6
7	CC1(C)CC(=O)C(C=NC2CC(C)(C)NC(C)(C)C2)=C(O)C1	26	2	5	-7	2
8	O=C(Nc1ccc(F)cc1)NC1(C(=O)NCc2ccco2)CCCCC1	-1	4	14	10	1

#	Cathepsin G inh	Ec RNAP inh	C1s block	FXIa inh mix
1	7	2	8	13
2	-1	-2	-4	8
3	-1	18	2	5
4	-14	-7	-24	2
5	8	/	0	5
6	9	14	26	8
7	9	3	12	6
8	4	6	3	4

Following part:
#	SMILES	AP complement	CatB inh	CatL inh	CatS inh	CatB mixtures
9	O=C(C1CCCN(S(=O)(=O)c2ccc(Br)s2)C1)N1CCCCCC1 (centres undefined)	-3	1	11	-8	3
10	O=C(O)CSCCc1ccccn1	8	-2	-7	2	7
11	O=C(CSc1nnc(-c2ccco2)n1Cc1ccccc1)NC(=O)NCc1ccco1	-5	4	10	7	-1
12	c1ccc(CC2CCN(c3nc(N4CCOCC4)nc(N4CCOCC4)n3)CC2)cc1	26	-2	-5	2	1
13	NC(=O)c1c(NC(=O)c2cccs2)sc2c1CCCCCC2	20	2	-13	-2	5
14	O=C(Cc1ccccc1)Nc1cccc(N2CCCC2)c1	6	4	10	12	0
15	Cc1cc(OCC(=O)N2CCCC2)ccc1Cl	17	3	-5	-1	4
16	Cc1cc(NC(=O)CSc2nc(-c3ccc(F)cc3)cs2)no1	-2	0	/	-4	-3

#	Cathepsin G inh	Ec RNAP inh	C1s block	FXIa inh mix
9	5	3	13	5
10	0	6	2	4
11	-1	-1	-3	2
12	9	0	-6	-1
13	10	9	10	3
14	6	9	11	2
15	9	3	11	8
16	-13	-3	-20	10

(next part)
#	SMILES	AP complement	CatB inh	CatL inh	CatS inh	CatB mixtures
17	Cc1ccc(C)c(Cn2nnc3c(=O)[nH]c(C4CCN(C(=O)c5cccs5)CC4)nc32)c1	5	2	1	-12	-5
18	C=CCn1c(SCC(=O)NCC(=O)OCC)nnc1-c1cccc(OC)c1	4	4	-2	-28	-8
19	COC(=O)c1ccccc1NC(=O)Nc1cccs1	-8	2	-3	6	-8
20	CCOc1ccc(NC(=O)CCS(=O)(=O)c2ccc3c(c2)CCCN3C(C)=O)cc1	-2	2	-1	-4	-3
21	N#CC1=C(N)NC(SCc2ccccc2)=C(C#N)C12CCCCC2	-2	7	7	11	4
22	Cn1c(=O)cc(SCC(=O)N2CCCC2)c2ccccc21	16	1	-9	-3	8
23	Cc1nn2c(-c3cccc(NC(=O)CSc4nc5ccccc5o4)c3)nnc2c2ccccc12	-7	-5	9	-3	3
24	CCc1cccc2c(C#N)cn(CC(=O)NCCOC)c12	2	3	0	17	4

#	Cathepsin G inh	Ec RNAP inh	C1s block	FXIa inh mix
17	-14	4	-114	-19
18	-22	6	-114	-30
19	6	9	-26	-6
20	-5	-5	-13	8
21	12	6	12	5
22	11	2	13	8
23	-1	5	-30	6
24	15	12	15	10

Down the list, quoted from above:
CatS inh for nos. 18–24, in order: -28, 6, -4, 11, -3, -3, 17
CatL inh for nos. 18–24, in order: -2, -3, -1, 7, -9, 9, 0
Ec RNAP inh for nos. 18–24, in order: 6, 9, -5, 6, 2, 5, 12

(listing goes on)
#	SMILES	AP complement	CatB inh	CatL inh	CatS inh	CatB mixtures
25	O=C(CN1CCOCC1)Nc1cc(Cl)ccc1Cl	7	5	4	-8	1
26	CN1/C(=C\C(=O)c2ccco2)C(C)(C)c2ccccc21	2	9	6	5	1
27	COc1cccc(-c2nc(CS(=O)(=O)CC(=O)Nc3cc(C)ccc3C)c(C)o2)c1	22	2	24	7	-8
28	COc1ccccc1-c1cc(C2CC2)nc(N)c1C#N	-1	1	-2	-6	-1
29	COc1cc(-c2nc3n(n2)C(c2ccc(F)cc2)C2=C(CCCC2=O)N3)cc(OC)c1OC (centres undefined)	-6	5	23	15	-1
30	CC(=O)NC(C)(C)C1CC=C(C)/C(=N\O)C1 (centres undefined)	-2	5	/	-3	-2
31	COc1ccc(-c2noc(CSc3nc4ccccc4c(=O)n3-c3ccccc3)n2)cc1	-15	6	-2	8	4
32	COc1ccccc1N1CCN(C(=O)C(NS(=O)(=O)c2cccs2)c2ccccc2)CC1 (centres undefined)	7	5	20	31	17

#	Cathepsin G inh	Ec RNAP inh	C1s block	FXIa inh mix
25	9	4	10	8
26	-1	11	0	0
27	7	9	-25	4
28	7	4	8	1
29	-6	7	-4	3
30	19	6	10	7
31	-5	8	-10	2
32	15	9	5	10

(more compounds)
#	SMILES	AP complement	CatB inh	CatL inh	CatS inh	CatB mixtures
33	Cc1ccccc1Cc1c(C)nc2nc(SCC(=O)NCc3ccco3)nn2c1C	8	3	0	-1	3
34	CCOCCCNC(=O)C(c1ccc(Cl)cc1)N1CCN(c2ccccc2)CC1 (centres undefined)	12	2	-5	3	0
35	COC(=O)C1C(=O)N2CCCSC2=C(C#N)C1c1cccs1 (centres undefined)	7	3	-3	0	5
36	CC(=O)Nc1ccc(S(=O)(=O)N2CCN(C(=O)N3CCOCC3)CC2)cc1	5	5	10	12	0
37	CC(=O)c1cccc(NS(=O)(=O)N(C)C)c1	-2	1	7	5	-5
38	COc1ccc(C)c2sc(=NC(=O)C(C)C)n(C)c12	-2	6	/	10	6
39	CCn1cc(NC(=O)Nc2ccccc2C(=O)OC)c(C(N)=O)n1	9	4	2	-2	3
40	O=C(c1ccco1)N1CCN(C(c2ccccc2Cl)c2nnnn2Cc2cccs2)CC1 (centres undefined)	-16	-3	11	-4	1

#	Cathepsin G inh	Ec RNAP inh	C1s block	FXIa inh mix
33	10	4	9	6
34	-2	6	4	3
35	9	2	13	1
36	11	-2	1	-7
37	8	6	-3	-5
38	-2	8	-47	3
39	10	7	12	6
40	-1	4	-3	1

Next compounds follow:
#	SMILES	AP complement	CatB inh	CatL inh	CatS inh	CatB mixtures
41	CCN(CC(=O)NC)S(=O)(=O)c1ccc(C)cc1	10	3	12	12	1
42	CCN1CCCC1CNC(=O)Cn1cccc1C(=O)c1ccccc1C (centres undefined)	4	8	21	4	1
43	CCC1CCC(NC2CCCCNC2=O)CC1 (centres undefined)	6	1	5	0	1
44	Cc1ccnc(SCC(=O)Nc2oc(-c3ccccc3)c(-c3ccccc3)c2C#N)n1	7	2	/	-3	3
45	CCCS(=O)(=O)NCc1cn2c(C)csc2n1	6	2	5	3	1
46	COc1cc(C)c(Cl)cc1S(=O)(=O)NCc1ccco1	5	3	13	0	-2
47	CCOc1ccc(C(=O)OCC(=O)Nc2nc(OC)cc(OC)n2)cc1OCC	-1	1	8	-15	0
48	CCCCn1c(SCC(=O)Nc2nnc(C)s2)nc2c1c(=O)n(C)c(=O)n2C	-10	8	0	11	2

#	Cathepsin G inh	Ec RNAP inh	C1s block	FXIa inh mix
41	26	1	0	13
42	7	3	0	1
43	10	3	15	7
44	6	-2	2	1
45	0	4	-14	1
46	6	8	-16	-3
47	3	9	-43	-5
48	-5	31*	-12	5

Following part
#	SMILES	AP complement	CatB inh	CatL inh	CatS inh	CatB mixtures
49	Cc1c(Cl)cccc1NC(=O)CCN1CCCCCC1	-2	7	10	8	6
50	CCN(CCCNC(=O)c1cn(CC)c2ccc(S(=O)(=O)N(C)C)cc2c1=O)c1cccc(C)c1	7	3	1	-5	4
51	Cc1ccc(C)c(NS(=O)(=O)c2ccc(NC(=O)c3ccco3)cc2)c1	-5	3	3	7	3
52	COc1ccccc1S(=O)(=O)Cc1ccc(C(=O)N2CCCC2)o1	16	0	/	0	4
53	Cc1c(NC(=O)CCC(=O)N2CCCCC2)c(=O)n(-c2ccccc2)n1C	-1	1	-10	-2	2
54	Cc1cc2c(c(=O)o1)C1(C(=O)N(C)c3ccccc31)C(C#N)=C(N)O2 (centres undefined)	14	1	-4	1	1
55	Oc1[nH]c2ccccc2c1OCc1ccncc1	10	-1	-5	-2	2
56	O=S(=O)(Nc1ccc2c(c1)OCCO2)c1ccc2oc3ccccc3c2c1	-7	2	13	5	2

#	Cathepsin G inh	Ec RNAP inh	C1s block	FXIa inh mix
49	5	7	4	17
50	-1	4	-2	1
51	3	5	2	-3
52	7	4	-5	5
53	-3	5	-2	3
54	-4	-2	0	0
55	10	4	3	2
56	8	5	10	7

Complete entries, looked up by structure.
COc1ccccc1S(=O)(=O)Cc1ccc(C(=O)N2CCCC2)o1 in the list: AP complement = 16; CatB inh = 0; CatL inh = /; CatS inh = 0; CatB mixtures = 4; Cathepsin G inh = 7; Ec RNAP inh = 4; C1s block = -5; FXIa inh mix = 5
Cc1c(NC(=O)CCC(=O)N2CCCCC2)c(=O)n(-c2ccccc2)n1C in the list: AP complement = -1; CatB inh = 1; CatL inh = -10; CatS inh = -2; CatB mixtures = 2; Cathepsin G inh = -3; Ec RNAP inh = 5; C1s block = -2; FXIa inh mix = 3
Oc1[nH]c2ccccc2c1OCc1ccncc1 in the list: AP complement = 10; CatB inh = -1; CatL inh = -5; CatS inh = -2; CatB mixtures = 2; Cathepsin G inh = 10; Ec RNAP inh = 4; C1s block = 3; FXIa inh mix = 2
